Mito fusion yeast: inhibitors of mitochondrial division or activators of mitochondrial fusion; S. cerevisiae fusion-defective mutant growth rescue, CellTiterGlo 48 h; Potency, µM (doses to about 46.1 µM), for inactives: at the highest dose growth rescue (activation), hits mostly activators; 320,000 compounds, 0.23% hits; AID 485298;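 note: potency is the fitted concentration of half-maximal effect; % of control where 0% means no effect; nearly all actives have a fitted effect of over 45% in size; temperature-sensitive fusion mutants such as fzo1-1 at 37 °C on non-fermentable ethanol glycerol medium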
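Compounds are tested for their ability to restore growth of mitochondrial fusion-defective yeast strains at non-permissive 37C in YPEG medium over 48 hours. Viability is quantified by luciferase luminescence.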
USP2a block: USP2a (human) protease inhibition; O75604; 330,000 compounds, 0.01% hits; Potency, µM (series often up to 38.3 µM), without a hit: at the top dose activity change, negative = inhibition, most hits filed as inhibitors; USP2 core, Ub-CHOP2 coupled fluorogenic reporter, 485/531;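 note: potency is the fitted concentration of half-maximal effect; plate controls were DMSO wells for no effect and full inhibition by NEM control for full effect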
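Deubiquitinase activity read as fluorescence (485/531 nm) after Ub-CHOP2 cleavage activates the enterokinase reporter on its substrate; USP2 core 10nM, Ub-CHOP2 and substrate 25nM each, 30min compound preincubation then 60min RT; data normalized to NEM, curves fitted.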
Eya2 inh: blocks the phosphatase activity of human Eya2 | O00167 | recombinant Eya2, OMFP fluorescence dephosphorylation (OMFP is methylfluorescein phosphate) | Potency, µM (top dose mostly 76.9 µM), without a hit: at the highest dose activity, negative = inhibition, hits mostly inhibitors | 330,000 compounds, 0.006% hits | AID 488837; note: potency is the fitted concentration of half-maximal effect; % is set by controls: 0 for no effect and ±100 for the full control effect
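Eya2 (0.2 uM) preincubated 10 min at ambient with compound, then OMFP substrate added at 50 uM; 10 min reaction in 50 mM HEPES pH 7.5, 50 mM NaCl, 5 uM MgCl2, 0.05% BSA, 1 mM DTT. Fluorescence read at Ex 485/Em 525 nm.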
ELG1 DNA repair: inhibitors of ELG1-dependent DNA repair in HEK293T cells; HEK293T ELG1-luciferase reporter, luminescence, 16 h; DNA damage induced by 5-fluorouridine; Potency, µM (highest dose often 46.1 µM), for the others: at the highest dose activity change, negative = inhibition, usual class: inhibitors; 330,000 compounds, 2.3% hits; AID 504467; note: potency is the fitted concentration of half-maximal effect; % is set by controls: 0 for no effect and ±100 for the full control effect; nearly all actives have a fitted effect of over 55% in size
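HEK293T cells expressing luciferase-tagged ELG1 (2,000/well) received 5-Fluorouridine plus compound or DMSO for 16 hr at 37 °C. Luciferase was read by ONE-Glo luminescence after 30 min at room temperature.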
BCR signal inh: blocks chronic active B-cell receptor signaling. Potency, µM (top dose mostly 46.1 µM), inactives show top-dose ratio change, negative = lower green/red ratio, most hits filed as inhibitors. AID 493014. ABC-DLBCL IkBa-CBG/CBR reporter, luminescence ratio, 4 h. 340,000 compounds, 0.05% hits; active = well fitted inhibition curve with a large enough effect in the signal ratio, with a control signal flat, not every such curve was filed as active; inconclusive = small, poorly fitted or top-dose-only effect, or effect the other way, or a change in a side signal; the % refers to the signal ratio;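 note: potency is the fitted concentration of half-maximal effect; plate controls were basal doxycycline-induced cells for no effect and cells given 10 µM MG132 for full effect; MG132 reads +100%, hits lower the ratio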
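Doxycycline induced both beetle luciferases in TMD8 lymphoma cells; IKK-driven degradation limits the IkappaBalpha-fused green signal, while red luminescence normalises for cell number and nonspecific effects. Compounds tested up to 46 uM, 4 hrs.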
PTAP TSG101 blk: blocks PTAP/TSG101 interaction to inhibit HIV-1 budding | Potency, µM (titrated, usually from 115 µM), without a hit: at the highest dose activity change, negative = inhibition, usual class: inhibitors | Q99816 | Fluorescence polarization, FITC-PTAP peptide / Tsg101 binding | 340,000 tested, under 10 active | AID 493005; active = well fitted inhibition curve with a large enough effect in the main read-out, with a control signal flat, not every such curve was filed as active; inconclusive = small, poorly fitted or top-dose-only effect, or effect the other way, or a change in a side signal; inactive = no such curve, though single readings can be large or run the other way; note: potency is the fitted concentration of half-maximal effect; % of control where 0% means no effect
Target sequence (Q99816 whole entry, looked up): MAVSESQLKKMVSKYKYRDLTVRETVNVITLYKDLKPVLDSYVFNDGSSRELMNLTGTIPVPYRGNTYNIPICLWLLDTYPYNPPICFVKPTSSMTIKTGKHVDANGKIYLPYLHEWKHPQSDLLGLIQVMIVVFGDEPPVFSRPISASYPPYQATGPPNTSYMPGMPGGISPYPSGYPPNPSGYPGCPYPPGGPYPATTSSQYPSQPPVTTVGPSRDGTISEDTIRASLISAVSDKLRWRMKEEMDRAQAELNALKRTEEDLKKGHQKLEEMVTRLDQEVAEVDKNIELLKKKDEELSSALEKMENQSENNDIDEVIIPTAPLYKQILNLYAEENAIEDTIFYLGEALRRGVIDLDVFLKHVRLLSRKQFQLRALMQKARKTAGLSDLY
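FP read-out: FITC-PTAP peptide, 50 nM final, binding Tsg101 binding domain, 10 uM final; 20 min, r.t.; 10 mM HEPES pH 7.5, 0.15 M NaCl, 0.01% Tween 20, 3 mM EDTA, 0.1 mM TCEP.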
B2AR arrestin: recruits beta-arrestin to the human beta2-adrenergic receptor. 330,000 compounds, 0.02% hits. beta-arrestin recruitment to beta2AR, cell-based reporter. AID 492947. Potency, µM (top dose mostly 46.1 µM), without a hit: top-dose activation, actives largely listed as activators. P07550;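 note: potency is the fitted concentration of half-maximal effect; 0% = DMSO controls and full agonism = EC100 isoproterenol or metaproterenol; nearly all actives have a fitted effect of over 65% in size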
uPA generation: inhibitors of cell surface uPA generation; AID 540303; 330,000 compounds, 0.31% hits; Potency, µM (titrated, usually from 38.3 µM), for inactives: at the highest dose activity change, negative = inhibition, actives largely listed as inhibitors; cell surface uPA generation assay, qHTS; active = well fitted inhibition curve with a large enough effect; inconclusive = small, poorly fitted or top-dose-only effect; inactive = no such curve, though single readings can be large or run the other way; tested in mouse RAW 264.7 cells; note: potency is the fitted concentration of half-maximal effect; % is set by controls: 0 for no effect and ±100 for the full control effect; nearly all actives have a fitted effect of over 55% in size
TSHR antagonist: antagonists of human thyroid stimulating hormone receptor; TSHR-expressing cells, TSH-stimulated cAMP HTRF, 2 h; stronger effect = lower value; activity change, negative = inhibition, % at 11.5 µM; 330,000 compounds, 0.2% hits; AID 504810;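 active = activity change below a set negative limit, meaning inhibition stronger than a set level, cut at about -70% in these data; inconclusive = activity change between two set negative limits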; note: % is set by controls: 0 for no effect and ±100 for the full control effect
Target sequence (P16473 whole entry, looked up): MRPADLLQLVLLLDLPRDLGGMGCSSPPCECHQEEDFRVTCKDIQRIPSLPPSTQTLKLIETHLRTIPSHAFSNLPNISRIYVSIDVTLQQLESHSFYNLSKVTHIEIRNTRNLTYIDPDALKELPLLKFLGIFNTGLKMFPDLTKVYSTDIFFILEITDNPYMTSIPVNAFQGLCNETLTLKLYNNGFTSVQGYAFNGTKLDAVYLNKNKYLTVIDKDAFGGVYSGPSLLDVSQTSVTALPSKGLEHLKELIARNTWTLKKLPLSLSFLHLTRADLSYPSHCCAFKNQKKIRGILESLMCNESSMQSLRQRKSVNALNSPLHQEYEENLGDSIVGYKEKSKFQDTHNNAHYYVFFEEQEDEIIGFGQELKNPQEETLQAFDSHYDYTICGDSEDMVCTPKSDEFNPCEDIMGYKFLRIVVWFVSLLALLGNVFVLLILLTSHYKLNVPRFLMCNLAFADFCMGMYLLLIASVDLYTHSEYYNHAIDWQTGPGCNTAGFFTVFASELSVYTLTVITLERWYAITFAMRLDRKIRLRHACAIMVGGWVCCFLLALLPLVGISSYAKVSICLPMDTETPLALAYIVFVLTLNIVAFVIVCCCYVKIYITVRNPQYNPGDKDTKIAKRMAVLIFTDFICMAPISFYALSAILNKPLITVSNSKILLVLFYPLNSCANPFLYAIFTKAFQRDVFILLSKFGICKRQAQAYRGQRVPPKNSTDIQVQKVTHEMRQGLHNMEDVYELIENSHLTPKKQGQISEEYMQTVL
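Read-out is FRET at 665 nm (cryptate excitation 337 nm) from a cryptate-tagged anti-cAMP antibody, competed by cell cAMP against cAMP-d2. Compounds are tested on freshly harvested TSHR cells challenged with 4nM TSH (EC80) for 2 hours at 37 deg C.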
Tb PFK block: T. brucei PFK enzyme inhibition. O15648. T. brucei PFK, ADP-Glo luminescence. Potency, µM (top dose mostly 57.5 µM), for the others: at the top dose activity, negative = inhibition, most hits filed as inhibitors. 330,000 compounds, 0.17% hits;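 note: potency is the fitted concentration of half-maximal effect; 0% = uninhibited 1x PFK enzyme wells and -100% = no-enzyme wells; nearly all actives have a fitted effect of over 60% in size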
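Luminescent ADP detection (ADP-Glo, two-step: ATP depletion then ADP-to-ATP conversion for luciferase) reported PFK activity after 45 min room-temperature reaction of 1.25 nM enzyme with 0.5 mM F6P and 0.1 mM ATP at pH 8.0.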
TCR activator: T cell receptor activation. Potency, µM (top dose mostly 9.22 µM), for the others: top-dose activation of IL-2 secretion, hits mostly activators. primary human leukocytes, anti-CD3, IL-2 HTRF, 48 h. 330,000 tested, under 10 active; note: % of control where 0% means no effect
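48 hr co-incubation of compounds, a-CD3 beads and primary human leukocytes; IL-2 quantified homogeneously by HTRF with anti-IL-2 K and d2 conjugates.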
* = called active by the depositor; & = joins results of further samples; [ ] = another dose, or the depositor's remark. Unless noted, calls come from the whole dose curve; as a rule, active = well fitted curve in the direction sought with a large enough effect; inconclusive = small, poorly fitted or top-dose-only effect, or another doubt; inactive = no such curve, though single readings can be large; an effect the other way counts as inactive or inconclusive. An unsorted share of the library (roughly 3% active in at least one column).

What do the screens show for `O=C(COC(=O)c1ccc(F)cc1)Nc1ccc(Cl)cn1`?
Mito fusion yeast: -1%; USP2a block: 2%; Eya2 inh: 6%; ELG1 DNA repair: 14%; BCR signal inh: 0%; PTAP TSG101 blk: -2%; B2AR arrestin: 0.0%; uPA generation: 3%; TSHR antagonist: 0; Tb PFK block: 0%; TCR activator: -3%

Results for Cc1nc2ncnn2c(C)c1Cc1ccc(Cl)cc1F ?
Mito fusion yeast: 6%; USP2a block: 2%; Eya2 inh: 5%; ELG1 DNA repair: 7%; BCR signal inh: 3%; PTAP TSG101 blk: -10%; B2AR arrestin: -0.7%; uPA generation: -8%; TSHR antagonist: 1; Tb PFK block: -10%; TCR activator: -6%

What do the screens show for `O=C(CSCc1nc2ccccc2[nH]1)Nc1ccccc1`?
Mito fusion yeast: 2%; USP2a block: 5%; Eya2 inh: 5%; ELG1 DNA repair: 11%; BCR signal inh: -2%; PTAP TSG101 blk: -1%; B2AR arrestin: -0.4%; uPA generation: 6%; TSHR antagonist: -5; Tb PFK block: -3%; TCR activator: 3%

Results for O=C(CCCn1c(SCc2cc(=O)n3cc(Cl)ccc3n2)nc2ccccc2c1=O)NCC1CCCO1 (configuration not stated) ?
Mito fusion yeast: -18%; USP2a block: 5%; Eya2 inh: -1%; ELG1 DNA repair: inconclusive; BCR signal inh: 0%; PTAP TSG101 blk: -8%; B2AR arrestin: -0.1%; uPA generation: 14%; TSHR antagonist: 32; Tb PFK block: -7%; TCR activator: 7%

Results for COc1ccc(-c2csc(NC(=O)c3ccccc3C(=O)O)n2)cc1 ?
Mito fusion yeast: -3%; USP2a block: -1%; Eya2 inh: -3%; ELG1 DNA repair: 21%; BCR signal inh: inconclusive; PTAP TSG101 blk: 0%; B2AR arrestin: -0.2%; uPA generation: -22%; TSHR antagonist: -9; Tb PFK block: -1%; TCR activator: -6%

What do the screens show for `S=C(Nc1ccccc1)c1ccccn1`?
Mito fusion yeast: -13%&-3%; USP2a block: -7%&-1%; Eya2 inh: 9%&-2%; ELG1 DNA repair: inconclusive; BCR signal inh: inconclusive; PTAP TSG101 blk: -9%; B2AR arrestin: inconclusive; uPA generation: -4%; TSHR antagonist: -1&11; Tb PFK block: -26%&-6%; TCR activator: 6%

Results for O=C1CN(C(=O)/C=C/c2ccc(Cl)cc2)c2ccccc2N1 ?
Mito fusion yeast: 26%; USP2a block: -5%; Eya2 inh: -6%; ELG1 DNA repair: -5%; BCR signal inh: -10%; PTAP TSG101 blk: -4%; B2AR arrestin: 0.1%; uPA generation: 1%; TSHR antagonist: 4; Tb PFK block: 3%

What do the screens show for `CCOC(=O)C1=NN(C(=O)COc2ccccc2)C(O)(c2ccc(Cl)cc2)C1` (configuration not stated)?
Mito fusion yeast: 3%; USP2a block: 3%; Eya2 inh: -5%; ELG1 DNA repair: 8%; BCR signal inh: -5%; PTAP TSG101 blk: -1%; B2AR arrestin: 0.1%; uPA generation: 1%; TSHR antagonist: -4; Tb PFK block: -7%; TCR activator: -2%

What do the screens show for `Cc1cccc(-c2nnc(SC(C)C(=O)N3CCOCC3)o2)c1` (configuration not stated)?
Mito fusion yeast: -1%; USP2a block: 1%; Eya2 inh: -5%; ELG1 DNA repair: 13%; BCR signal inh: 2%; PTAP TSG101 blk: -2%; B2AR arrestin: 0.5%; uPA generation: -2%; TSHR antagonist: -2; Tb PFK block: -4%; TCR activator: -1%

What do the screens show for `O=C(Cc1cn(Cc2cccc(Cl)c2)c2ccccc12)N1CCCCCC1`?
Mito fusion yeast: inconclusive; USP2a block: 3%; Eya2 inh: -5%; ELG1 DNA repair: 16%; BCR signal inh: inconclusive; PTAP TSG101 blk: -1%; B2AR arrestin: 0.8%; uPA generation: 0%; TSHR antagonist: 2; Tb PFK block: 6%; TCR activator: -2%[46.1 µM]

Results for Cc1cccc(/C(N)=N/OC(=O)CCc2ccccc2)c1 ?
Mito fusion yeast: 7%; USP2a block: -2%; Eya2 inh: 16%; ELG1 DNA repair: inconclusive; BCR signal inh: inconclusive; PTAP TSG101 blk: -5%; B2AR arrestin: 0.6%; uPA generation: 11%; TSHR antagonist: -5; Tb PFK block: 2%; TCR activator: 0%

How did COc1cccc(N2C(=O)Nc3ccccc3C2(O)C(=O)NCc2ccc3c(c2)OCO3)c1 (configuration not stated) do in these assays?
Mito fusion yeast: -1%; USP2a block: 4%; Eya2 inh: -2%; ELG1 DNA repair: -2%; BCR signal inh: 0%; PTAP TSG101 blk: -4%; B2AR arrestin: 0.0%; uPA generation: -2%; TSHR antagonist: 0; Tb PFK block: -5%

How did C=CCn1c(SCc2c(C(=O)OC)sc(N)c2C(=O)OC)nnc1-c1ccc(Br)cc1 do in these assays?
Mito fusion yeast: 18%; USP2a block: -3%; Eya2 inh: -11%; ELG1 DNA repair: inconclusive; BCR signal inh: inconclusive; PTAP TSG101 blk: -6%; B2AR arrestin: 0.3%; uPA generation: 4%; TSHR antagonist: -22; Tb PFK block: 4%; TCR activator: -3%

How did CCC(C(=O)NC1CCCC1)N(C(=O)Cn1nnc(-c2ccc(C)o2)n1)c1cnc2ccccc2c1 (configuration not stated) do in these assays?
Mito fusion yeast: -2%; USP2a block: 0%; Eya2 inh: -2%; ELG1 DNA repair: 11%; BCR signal inh: -1%; PTAP TSG101 blk: -1%; B2AR arrestin: 0.0%; TSHR antagonist: 0; Tb PFK block: -6%; TCR activator: 2%

What do the screens show for `N#Cc1nc(Cc2ccccc2)oc1NCc1ccccc1`?
Mito fusion yeast: 19%; USP2a block: -4%; Eya2 inh: 0%; ELG1 DNA repair: inconclusive; BCR signal inh: -14%; PTAP TSG101 blk: -4%; B2AR arrestin: 0.4%; uPA generation: 8%; TSHR antagonist: -13; Tb PFK block: -8%; TCR activator: 5%[46.1 µM]

What do the screens show for `COC(=O)c1ccccc1NC(=S)NC(=O)c1cccc2ccccc12`?
Mito fusion yeast: -6%; USP2a block: 3%; Eya2 inh: -3%; ELG1 DNA repair: 17%; BCR signal inh: 3%; PTAP TSG101 blk: -4%; B2AR arrestin: -0.6%; uPA generation: -1%; TSHR antagonist: -3; Tb PFK block: 1%; TCR activator: -1%

How did COc1ccc(NC(=O)c2cc([N+](=O)[O-])nn2Cc2ccccc2)c(C)c1 do in these assays?
Mito fusion yeast: 5%; USP2a block: 1%; Eya2 inh: -5%; ELG1 DNA repair: 2%; BCR signal inh: 6%; PTAP TSG101 blk: -2%; B2AR arrestin: 0.0%; uPA generation: 1%; TSHR antagonist: 8; Tb PFK block: 1%; TCR activator: 4%

What do the screens show for `CCCCCCN(C(=O)CCCCCN1C(=O)NC(c2ccc(-c3ccccc3)cc2)C(C(=O)OCc2ccccc2)=C1C)C(C(=O)NCCCC)c1ccc(OCC(=O)OC)c(C(=O)OC)c1` (configuration not stated)?
Mito fusion yeast: -10%; USP2a block: -6%; Eya2 inh: 9%; ELG1 DNA repair: 0%; BCR signal inh: inconclusive; B2AR arrestin: -0.2%; TSHR antagonist: 1; Tb PFK block: 1%

How did Cc1ccc(S(=O)(=O)N(CC(=O)Nc2cccnc2)c2cccc(Br)c2)cc1 do in these assays?
Mito fusion yeast: 2%; USP2a block: 3%; Eya2 inh: -2%; ELG1 DNA repair: inconclusive; BCR signal inh: 8%; PTAP TSG101 blk: -6%; B2AR arrestin: -0.1%; uPA generation: inconclusive; TSHR antagonist: -11; Tb PFK block: -3%; TCR activator: 4%

What do the screens show for `CCOC(=O)C1CCCN(C(=O)CN2C(=O)c3ccccc3S2(=O)=O)C1` (configuration not stated)?
USP2a block: 2%; Eya2 inh: 4%; ELG1 DNA repair: -1%; BCR signal inh: inconclusive; PTAP TSG101 blk: -1%; B2AR arrestin: -1.0%; uPA generation: 5%; TSHR antagonist: 39; Tb PFK block: -6%

How did CC(C)(C)c1ccc(C(=O)NNC(=S)NCc2ccco2)cc1 do in these assays?
Mito fusion yeast: 0%; USP2a block: 0%; Eya2 inh: -10%; ELG1 DNA repair: 15%; BCR signal inh: -8%; PTAP TSG101 blk: -3%; B2AR arrestin: 2.9%; uPA generation: 2%; TSHR antagonist: 7; Tb PFK block: 7%; TCR activator: 4%

What do the screens show for `CCn1nnnc1NCc1ccc(Cl)cc1`?
Mito fusion yeast: 2%; USP2a block: 1%; Eya2 inh: 5%; ELG1 DNA repair: 0%; BCR signal inh: 0%; PTAP TSG101 blk: -4%; B2AR arrestin: -1.3%; uPA generation: -2%; TSHR antagonist: -4; Tb PFK block: -10%
